# Source: PubChem
# CF NFkB block – cystic fibrosis NF-kB activation inhibition; KKLEB NF-kB-GFP reporter, PAF-induced, GFP fluorescence overnight; actives 0.86% (n = 360,000); inhibition, % at 5 µM; AID 588850;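 active = at least 50% inhibition at 5 µM, scaled per plate between neutral and stimulator controls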;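 note: PAF is a Pseudomonas aeruginosa culture filtrate used as stimulus; plate controls were PAF-stimulated DMSO wells for no effect and unstimulated DMSO wells for full effect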
# MITF TRPM1 inh – MITF TRPM1 promoter inhibition in SK-MEL-5 cells | SK-MEL-5 TRPM1 promoter luciferase, 24 h | inhibition, % at 12.5 µM | actives 0.83% (n = 330,000) | AID 488899;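 active = mean inhibition across replicates of 60% or more, whatever share of single replicates reaches that level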; note: values of inactives mirror those of a sister screen read the other way
# HIF-2a block – HIF-2a inhibition; 786-0 RCC cells HIF-2a reporter, luciferase luminescence, overnight; inhibition, % at 18.8 µM; actives 0.72% (n = 360,000);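 active = inhibition of the luminescence signal of 40% or more relative to plate controls, in a single-dose primary screen at 18.75 µM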
# aDG glyco act – alpha-DG glycosylation activation; activation, % at 10 µM; actives 0.22% (n = 360,000); Pro5-aDG cells, alpha-DG glycosylation AlphaScreen (IIH6); 0% Pro5, 100% B10-LARGE cell signal; AID 624168;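 active = activation of at least 8% versus controls, or a plate z-score of at least 8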;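 note: Pro5 are CHO cells carrying HIG-tagged alpha-DG that lacks glycosylation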
# Peg3 promoter – Peg3 promoter activity inhibition. HeLa PEG-Prom luciferase reporter, luminescence, overnight. inhibition, % at 20 µM. actives 1.7% (n = 360,000);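 active = inhibition of at least 50% at 20 µM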
# Shn3 inh set2 – inhibitors of Schnurri-3 3'UTR reporter in osteoblasts; Clone20 osteoblast Shn3 3'UTR firefly luciferase, 24 h; inhibition, % at 12.5 µM; actives 0.52% (n = 360,000); AID 588674;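 active = mean inhibition of at least 75% with every replicate also reaching 75%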;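 note: 0% = median of neutral control wells and 100% = pilot-screen positive control compound; some compounds past the cut are filed as inactive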
# NR2E3 ag-1 – activates human NR2E3 receptor. actives 0.35% (n = 360,000). CHO-S Gal4-NCOR/VP16-NR2E3 two-hybrid, luciferase. AID 602229. inhibition of corepressor binding, % at 3.98 µM;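 active = inhibition above the mean of all tested compounds plus 3 SD, cut at about 70% in these data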;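 note: 0% = DMSO with NR2E3 transfected cells and 100% = cells lacking NR2E3 construct; higher means lower luciferase signal from less NR2E3 corepressor binding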
# Target sequence (Q9Y5X4 whole entry, looked up, the tested form may be a part): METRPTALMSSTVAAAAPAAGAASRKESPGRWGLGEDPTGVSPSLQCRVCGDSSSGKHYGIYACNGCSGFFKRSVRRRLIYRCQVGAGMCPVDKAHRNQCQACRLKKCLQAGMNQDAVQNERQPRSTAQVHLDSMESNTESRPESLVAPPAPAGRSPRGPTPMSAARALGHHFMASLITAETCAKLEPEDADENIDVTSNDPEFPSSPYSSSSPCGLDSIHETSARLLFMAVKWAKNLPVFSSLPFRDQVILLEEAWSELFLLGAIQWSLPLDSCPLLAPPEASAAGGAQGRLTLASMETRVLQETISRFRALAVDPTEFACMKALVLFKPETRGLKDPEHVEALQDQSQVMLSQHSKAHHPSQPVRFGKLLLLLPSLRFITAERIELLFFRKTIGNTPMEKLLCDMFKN
# TWEAK-Fn14 inh – blocks TWEAK-Fn14 interaction in a reporter cell assay. TWEAK-stimulated Fn14 reporter cells, luciferase luminescence, 8 h. inhibition, % at 10 µM. actives 2% (n = 360,000). AID 1159606; in the data active = inhibition above about 50%
# hiPSC survival – hiPSC single-cell survival enhancement. ATPlite luminescence; 100% = ROCK inhibitor wells, 0% = DMSO. survival enhancement, % at 20 µM. actives 0.044% (n = 360,000). AID 602274; in the data active = survival enhancement above about 18%;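 note: cells exposed to compounds for 16 hours before the ATP read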
# NR2E3 ag-2 – agonists of human nuclear receptor NR2E3. Q9Y5X4. inhibition of corepressor binding, % at 4.78 µM. GST-NR2E3/biotin-RetCOR TR-FRET, 1536-well. AID 2300. actives 0.12% (n = 320,000);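 active = percent inhibition above the cutoff of mean plus 3 SD of all tested compounds, set per screening campaign, cut at about 20% in these data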;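 note: 0% = DMSO wells and 100% = biotin wells as full block of FRET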
#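 Test system: GST-NR2E3 and biotin-RetCOR proteins | Quantity: 1.35 nM GST-tagged NR2E3 final | Medium: Tris pH 7.5 | Also added: 7 nM biotin-RetCOR | Dosing: Compound at 4.8 µM, single dose | Timing: 5 h at 4 °C | Detection: Time-resolved FRET | Read-out basis: Percent inhibition | Benchmarks: Biotin wells as high control, 0.6% DMSO wells as low control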
# KKLEB tox – reduces viability of KKLEB cystic fibrosis airway cells | KKLEB CF airway cells viability, ATPlite luminescence, overnight; stronger effect = lower value; cells stimulated with P. aeruginosa culture filtrate | activity change (cytotoxicity), % at 5 µM | actives 0.36% (n = 360,000) | AID 602141;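 active = corrected activity change at or below -50% at 5 µM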
# The depositor's hits bear a star; x = no result given. Rows were taken by chance; overall some 4.4% were active at least once.
SMILES,CF NFkB block,MITF TRPM1 inh,HIF-2a block,aDG glyco act,Peg3 promoter,Shn3 inh set2,NR2E3 ag-1,TWEAK-Fn14 inh,hiPSC survival,NR2E3 ag-2,KKLEB tox
CCOc1ccccc1OCC(=O)Nc1cccc(S(=O)(=O)NC2=NCCCCC2)c1,9.0,8.1,16.7,0.0,3.8,2.2,-19.9,10.6,-0.4,0.2,-4.1
CCS(=O)(=O)N1Cc2ccccc2CC1C(=O)N(C)Cc1ccc(OC)cc1OC (centres undefined),14.4,12.6,13.9,-0.2,30.4,16.2,-6.2,-12.3,0.0,-0.4,-1.8
COC(=O)c1ccc(OCCOc2ccc(C(=O)OC)cc2)cc1,-3.1,0.8,-43.5,-0.1,-55.5,5.2,-3.9,10.5,-3.9,0.5,3.3
CC1CCCC(NC(=O)C2CCN(C(=O)Nc3ccccc3)CC2)C1C (centres undefined),0.9,-4.2,8.2,0.0,2.6,-7.0,-21.0,13.2,-0.3,-3.6,-37.4
CN(C(=O)COC(=O)c1ccc2c(c1)NC(=O)CS2)C1CCS(=O)(=O)C1 (centres undefined),7.4,-1.7,20.6,-0.2,12.5,-36.8,-16.1,-7.9,2.1,1.2,5.1
Cc1cccc(S(=O)Cc2ccc(C(=O)N3CCOCC3)o2)c1 (centres undefined),15.7,5.9,3.3,0.0,4.7,1.2,-36.7,8.2,-0.4,-1.7,1.4
O=C1NC[C@H](c2ccccc2)OC(=O)[C@H](Cc2ccc(F)cc2)C/C=C\C[C@@H]1CC(=O)N(CCO)Cc1ccccc1,3.4,-7.7,34.0,0.1,30.8,-4.1,-0.1,0.1,5.9,x,1.8
COc1ccc(-c2cc(C)no2)cc1S(=O)(=O)N1CCN(c2ccc([N+](=O)[O-])cc2)CC1,5.4,5.6,1.9,-0.3,-2.1,11.3,-21.0,17.9,-0.5,1.6,5.1
CC1=C(C(=O)N2CCOCC2)CC(CC(=O)NCc2ccco2)C(=O)N1CCC1=CCCCC1 (centres undefined),9.8,x,-4.4,0.3,-6.8,-19.6,-2.7,-13.0,-1.7,x,-2.6
C/C(=N\NC(=O)c1ccc2c(c1)OCO2)c1ccc(C(=O)O)s1,-3.7,1.4,1.8,0.2,26.9,-47.5,-82.0,-18.8,-0.8,-4.1,0.2
CCN1CCCC(CO)(Cc2ccccc2)C1 (centres undefined),-5.8,-5.3,10.1,-0.1,3.1,5.6,-6.7,-9.0,2.2,2.6,5.0
O=C(CCCCC(=O)NN=Cc1ccc2c(c1)CCC2)NN=Cc1ccc2c(c1)CCC2,-25.4,x,-3.9,0.2,-14.1,-50.7,-26.1,3.8,-0.3,x,5.2
O=C(Nc1ccccc1C(=O)N1CCCCCC1)c1ccc(F)cc1,-1.4,11.5,15.5,0.2,6.6,-1.0,-9.3,25.8,-0.3,3.1,-13.4
COc1ccc(/C(N)=N/OC(=O)c2cccs2)cc1,11.4,-44.6,-330.5,-0.2,-254.3,-43.6,-147.3,43.0,0.2,-0.8,0.0
O=C1Nc2ccccc2/C1=N/c1sc2c(c1C(=O)NCCc1ccccc1)CCCC2,-4.5,-10.8,-159.0,0.0,-108.1,1.3,-49.2,-6.0,-3.8,-6.6,4.7
CC(C#N)OC(=O)c1cccnc1SCC(=O)Nc1ccc2c(c1)OCO2 (centres undefined),-0.5,11.6,-85.6,0.5,-92.0,-17.1,-39.6,-16.3,1.1,x,2.0
CCOc1ccc(Nc2nc(Cc3nnc(SCC(N)=O)o3)cs2)cc1,-5.0,-4.0,-12.3,-0.1,-5.0,12.3,-18.7,-7.2,0.1,1.4,-20.4
CCc1nc2c(OCc3cc(Cl)cc(Cl)c3)cccn2c1N(C)C(=O)c1ccc(OC)cc1,-5.9,x,-16.2,0.2,37.8,-13.4,18.8,9.3,4.6,x,-4.6
COc1cccc(-c2cc(NC(C)=O)c3ncc(-c4ccc(OC)c(OC)c4)n3c2)c1,-13.9,x,-34.0,-0.2,-3.2,-10.9,-0.7,-8.0,2.7,x,-13.0
Cc1c(Nc2ncnc3nc[nH]c23)c(=O)n(-c2ccccc2)n1C,-3.6,x,18.1,-0.1,3.9,-58.5,-16.3,8.3,-1.0,2.3,21.5
